# Screens deposited in PubChem by NMMLSC.
# T cell modulator = modulates CD8 T cell binding to vesicles | 2C CD8+ T cell-vesicle binding, flow cytometry; stronger effect = lower value | calls only at 7 µM | 330,000 compounds, 0.068% hits;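 active = response, share of CD8 T cells binding vesicles, and their 90th percentile fluorescence all below set limits, cut at about 80% in these data, passing the limit was not always enough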
#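 Also added: QL9-peptide-loaded Drosophila micro-vesicles bearing Ld, ICAM-1 and B7-1; Test system: purified 2C TCR transgenic mouse naive CD8+ T cells; Measured by: cytometric PE anti-B7-1 and Alexa647 anti-CD8 signals after 1% paraformaldehyde fixation; Timing: binding step 1.5 h, 37 °C, antibody labelling 20 min, ice.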
# T cell modulator vesicle-bound % = recorded beside T cell modulator, whose call it bears; double positive events, %; measured here: CD8+ vesicle-bound cell fraction;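 binding gate set so that unloaded-vesicle control wells show 10% double positive cells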
# The depositor's hits bear a star; i = inactive; & = joins results of further samples.
# The first seven records (preview)
no. | SMILES | T cell modulator | T cell modulator vesicle-bound %
1 | O=C(Nc1cc2c3c(c1)CC(=O)N3CCC2)c1ccc(Cl)cc1 | i | 40
2 | COc1ccc2oc(C(=O)OCC(=O)N(Cc3ccccc3)C(C)C)c(C)c2c1 | i | 52
3 | CCCCN(C(=O)CCNC(=O)NC12CC3CC(CC(C3)C1)C2)c1c(N)n(CCC)c(=O)[nH]c1=O | i | 48
4 | O=C(CCc1nc2ccccc2c(=O)[nH]1)Nc1nc(-c2cccs2)cs1 | i | 58
5 | COc1ccc(NC(=O)N(C)C[C@H]2Oc3c(NC(=O)NC4CCCCC4)cccc3C(=O)N([C@H](C)CO)C[C@@H]2C)cc1 | i | 6
6 | CC(C)(C)OC(=O)C[C@H]1C/C=C\C[C@H](CC(=O)N(CCO)Cc2ccccc2)C(=O)N[C@@H](c2ccccc2)COC1=O | i | 25
7 | Cc1cc(=O)oc2c3c(cc(OCC(=O)NC(Cc4ccc(Cl)cc4)C(=O)O)c12)OC(C)(C)CC3 (stereo unspecified) | i | 28

# This part in full, from the first entry:
no. | SMILES | T cell modulator | T cell modulator vesicle-bound %
1 | O=C(Nc1cc2c3c(c1)CC(=O)N3CCC2)c1ccc(Cl)cc1 | i | 40
2 | COc1ccc2oc(C(=O)OCC(=O)N(Cc3ccccc3)C(C)C)c(C)c2c1 | i | 52
3 | CCCCN(C(=O)CCNC(=O)NC12CC3CC(CC(C3)C1)C2)c1c(N)n(CCC)c(=O)[nH]c1=O | i | 48
4 | O=C(CCc1nc2ccccc2c(=O)[nH]1)Nc1nc(-c2cccs2)cs1 | i | 58
5 | COc1ccc(NC(=O)N(C)C[C@H]2Oc3c(NC(=O)NC4CCCCC4)cccc3C(=O)N([C@H](C)CO)C[C@@H]2C)cc1 | i | 6
6 | CC(C)(C)OC(=O)C[C@H]1C/C=C\C[C@H](CC(=O)N(CCO)Cc2ccccc2)C(=O)N[C@@H](c2ccccc2)COC1=O | i | 25
7 | Cc1cc(=O)oc2c3c(cc(OCC(=O)NC(Cc4ccc(Cl)cc4)C(=O)O)c12)OC(C)(C)CC3 (stereo unspecified) | i | 28
8 | O=C(CSc1nc2[nH]ncc2c(=O)[nH]1)Nc1ccc(OC(F)(F)F)cc1 | i | 17

# 3 entries already listed, ordered by SMILES length, ascending.
no. | SMILES | T cell modulator | T cell modulator vesicle-bound %
3 | CCCCN(C(=O)CCNC(=O)NC12CC3CC(CC(C3)C1)C2)c1c(N)n(CCC)c(=O)[nH]c1=O | i | 48
5 | COc1ccc(NC(=O)N(C)C[C@H]2Oc3c(NC(=O)NC4CCCCC4)cccc3C(=O)N([C@H](C)CO)C[C@@H]2C)cc1 | i | 6
6 | CC(C)(C)OC(=O)C[C@H]1C/C=C\C[C@H](CC(=O)N(CCO)Cc2ccccc2)C(=O)N[C@@H](c2ccccc2)COC1=O | i | 25

# Additional structures
no. | SMILES | T cell modulator | T cell modulator vesicle-bound %
9 | Cc1nnc(N/N=C/c2cccc(C(F)(F)F)c2)n1N | i | 64
10 | CCCCN1C(=O)C(=O)N(CC(=O)c2ccc[nH]2)C1=O | i | 43
11 | O=C(COC(=O)c1cccc(-n2cnnn2)c1)c1ccc(F)cc1 | i | 52
12 | O=C(NCCCN1CCCC1=O)C1CCN(S(=O)(=O)c2ccc(F)cc2)CC1 | i | 41
13 | CC12CCC3c4ccc(O)cc4CCC3C1CCC2=O (stereo unspecified) | i | 17
14 | CCN(CC)C(=O)c1cccc(NC(=O)C2=COCCO2)c1 | i | 39
15 | O=C1CCc2ccccc2O1 | i | 12
16 | CC(Oc1cccc(Cl)c1)C(=O)Nc1cc(S(=O)(=O)N2CCOCC2)ccc1N1CCCC1 (stereo unspecified) | i | 12
17 | CCc1ccc(N2CC(C(=O)OCC(=O)Nc3ccc([N+](=O)[O-])cc3)CC2=O)cc1 (stereo unspecified) | i | 28
18 | CC1CCC(NC(=O)CCNC(=O)c2ccc(Br)cc2)CC1 (stereo unspecified) | i | 47
19 | O=C(OCC(=O)N1CCOCC1)c1ccc(Cl)c(S(=O)(=O)N2CCc3ccccc32)c1 | i | 38
20 | O=C(O)CCc1ccc(NCc2cccc(Oc3ccccc3)c2)cc1 | i | 14
21 | C/C(=N\NC(=O)c1cccc(S(=O)(=O)N2CCOCC2)c1)c1ccc(OCC(=O)N(C)C)cc1 | i | 47
22 | CC(Sc1nnc(-c2ccncc2)n1C)C(=O)NCC1CCCO1 (stereo unspecified) | i | 39
23 | CN1CCN(S(=O)(=O)c2cccc(C(=O)Nc3sccc3C#N)c2)CC1 | i | 39
24 | Cc1ccc(-c2nnc(OCc3nc4ccccc4n3C)c3ccccc23)cc1 | i | 39
25 | CCOc1ccc(NC(=O)COC(=O)Cn2nc(C)c([N+](=O)[O-])c2C)cc1OCC | i | 55
26 | CSCCC(NC(=O)c1ccccc1Br)C(=O)NCCCn1nc(C)cc1C (stereo unspecified) | i | 55
27 | COC(=O)c1ccc(CN(C(=O)N2CCN(C)CC2)S(=O)(=O)c2ccc(C)cc2)cc1 | i | 50
28 | COc1cc(C(=O)NCC(=O)NNC(=O)CN(C)S(=O)(=O)c2ccc(Cl)cc2)cc(OC)c1OC | i | 56
29 | COc1ccc(C(=O)Nc2nc(-c3ccccn3)cs2)cc1S(=O)(=O)N1CCOCC1 | i | 31
30 | Cc1ccc(S(=O)(=O)N(C)C)cc1NC(=O)CSc1nncs1 | i | 19
31 | O=S(=O)(c1cc(Cl)cc(Cl)c1O)N1CCC2(CC1)OCCO2 | i | 9
32 | Cc1ccc(NC(=O)CN(C)C(C)C(=O)Nc2ccc(S(=O)(=O)N3CCCC3)cc2)cc1 (stereo unspecified) | i | 13
33 | CCC(C)c1ccccc1N1CC(C(=O)N2CCN(S(=O)(=O)c3ccc(F)cc3)CC2)CC1=O (stereo unspecified) | i | 20
34 | Cc1cccc(NC(=O)CNC(=O)CN2C(=O)NC3(CCCCC3C)C2=O)c1C (stereo unspecified) | i | 30
35 | O=C(NCCC(=O)N1CCCCCCC1)c1ccc(Cl)cc1 | i | 25
36 | CCN(Cc1ccc2c(c1)OCCO2)C(=O)CN1C(=O)NC2(CCc3ccccc32)C1=O (stereo unspecified) | i | 42
37 | O=C(CN1CCN(C(C(=O)Nc2ccc(Cl)cc2C(F)(F)F)c2ccccc2)CC1)NC1CC1 (stereo unspecified) | i | 35
38 | CC(Sc1ccc(Cl)cc1)C(=O)NCC(c1ccco1)N1CCCCC1 (stereo unspecified) | i | 53
39 | Cc1cc(C(=O)COC(=O)C2=COCCO2)c(C)n1-c1cccc(F)c1 | i | 57
40 | COc1ccc(Cl)cc1NC(=O)CN(C)C(=O)c1cccc(-n2cnnn2)c1 | i | 46
41 | C[C@H](CO)N1C[C@H](C)[C@@H](CN(C)S(=O)(=O)c2ccccc2)Oc2c(cccc2N(C)C)C1=O | i | 18
42 | Cc1nc(C)c(C(=O)OCC(=O)Nc2ccccc2)s1 | i | 34
43 | COc1ccc(CN(C)C(=O)C(Cc2ccccc2)NC(=O)c2ccccc2)c(OC)c1 (stereo unspecified) | i | 10
44 | O=C1C=C(c2ccccc2Oc2ccccc2)C[C@@H](c2ccc3c(c2)OCO3)C1 | i | 28
45 | Cc1nc(N)nc(N)c1CCCc1ccc(Cl)c(Cl)c1 | i | 31
46 | O=C(CCS(=O)(=O)c1ccccc1)NNC(=O)CSc1ccccc1F | i | 58
47 | CC(C)[C@H](NC(=O)N1CCC(Cc2ccccc2)CC1)C(=O)O | i | 14
48 | Cc1c(C=Nc2ccc(S(=O)(=O)CCO)cc2)c(O)[nH]c(=O)c1C#N | i | 34
49 | Cc1cc(C(=O)COC(=O)COc2ccc(C#N)cc2)c(C)n1C1CC1 | i | 55
50 | CCOc1ccc(C(=O)CCC(=O)Nc2ncccc2O)cc1 | i | 48
51 | CCOC(=O)C1CCCN(C(=O)c2cccc(S(=O)(=O)N3CCCC3)c2)C1 (stereo unspecified) | i | 38
52 | CN(Cc1cccc(Cl)c1Cl)C(=O)CCNC(=O)c1ccco1 | i | 47
53 | CCOc1ccc(C(=O)NC(C)CCc2ccccc2)cc1 (stereo unspecified) | i | 49
54 | CCOCCCNC(=O)c1cc(-c2ccc(Br)s2)nc2ccccc12 | i | 41
55 | CC[C@H](C)C(N)c1cn([C@@H](CC(N)=O)C(=O)N2CCNCC2)nn1 (stereo partly specified) | i | 18
56 | COc1ccc(CNC(=O)CSc2nccn(-c3ccc(F)c(F)c3)c2=O)cc1 | i | 42
57 | Cc1ccccc1N1CC(C(=O)N2CC(C)CC(C)C2)CC1=O (stereo unspecified) | i | 22
58 | COc1cc(OC)cc(C(=O)Nc2nc(CC(=O)NCCc3ccccc3)cs2)c1 | i | 36
59 | COc1ccc(NC(=O)CS(=O)(=O)c2ccc(F)cc2)cc1 | i | 63
60 | CN(CCOc1ccc(CC2SC(=O)NC2=O)cc1)c1ccccn1 (stereo unspecified) | i | 56&19
61 | O=C(Cc1cccs1)NCc1cc(Cl)cc(Cl)c1 | i | 10
62 | CCN1C(=O)[C@H]2[C@@H](c3ccc(C)cc3)N3C(=O)N(c4ccc(OC)cc4)C(=O)[C@@]3(Cc3ccccc3)[C@H]2C1=O | i | 26
63 | COC(=O)C1=C(C(=O)OC)[C@@H]2N(Cc3ccccc3)c3ccccc3[C@@]23C[C@@H](C(=O)OC)N(C(=O)c2cc(C)oc2C)C3=N1 | i | 20
64 | COCCNC(=O)c1cccc(S(=O)(=O)N2CC3(C)CC2CC(C)(C)C3)c1 (stereo unspecified) | i | 52

# The list goes on.
no. | SMILES | T cell modulator | T cell modulator vesicle-bound %
65 | N#Cc1nc(NCC(F)F)nc(Nc2cc(F)cc(F)c2)n1 | i | 48
66 | Cc1cccc(N2CC(C(=O)Nc3ccccc3N3CCCC3)CC2=O)c1C (stereo unspecified) | i | 43
67 | OCCOCCn1c(C(CO)Nc2nc(-c3ccc(Cl)cc3)cs2)nc2ccccc21 (stereo unspecified) | i | 52
68 | CC(OC(=O)CN1C(=O)c2ccccc2C1=O)C(=O)N(C)c1ccccc1 (stereo unspecified) | i | 46
69 | O=C(O)COc1ccc(C(NC(=O)c2c(F)cccc2F)NC(=O)c2c(F)cccc2F)cc1 | i | 55
70 | CC(=O)N1CCN(c2ccc(NCc3ccco3)cc2)CC1 | i | 28
71 | O=C(CCc1ccccc1Cl)N1CCN(S(=O)(=O)c2ccccc2)CC1 | i | 39
72 | CCN1C(=O)[C@H]2[C@@H](c3ccc(-c4cccc(Cl)c4)cc3)N[C@@](C)(C(=O)OC)[C@H]2C1=O | i | 20
73 | COc1ccccc1C(=O)NC(=O)COC(=O)C1CC1 | i | 54
74 | COCCN(C(=O)COC(=O)CCCOc1ccccc1)c1c(N)n(Cc2ccccc2)c(=O)[nH]c1=O | i | 42
75 | CN(C)N1C(N)=C(C#N)C(c2ccccc2F)C2=C1CC(C)(C)CC2=O (stereo unspecified) | i | 52
76 | COc1ccc(Cc2nc3ccc(C(=O)NC(C)C)cc3o2)cc1 | i | 62
77 | O=[N+]([O-])c1ccc(N2CCCCC2)nc1 | i | 32
78 | C=CCN(Cc1ccc(Cl)s1)C(=O)c1ccc(F)c(S(=O)(=O)N2CCOCC2)c1 | i | 51
79 | O=C(c1ccc(Cl)c(S(=O)(=O)N2CCOCC2)c1)N1CCc2ccccc2C1 | i | 3
80 | O=C1c2ccccc2C(=O)N1CCCCCCc1ccccc1 | i | 30
81 | CCC1(CC)NC(=O)N(CC(=O)OCC(=O)Nc2ccccc2OC(F)F)C1=O | i | 36
82 | C=CC[N@@+]12CC[C@]34c5ccccc5N5/C=C6\C7N(/C=C(\C53)[C@@H](C[C@@H]41)/C(=C/CO)C2)c1ccccc1[C@@]71CC[N@@+]2(CC=C)C/C(=C\CO)[C@@H]6C[C@@H]12 (stereo partly specified) | i | 61
83 | Cc1cc(=O)[nH]c2nnc(-c3ccc(Cl)cc3)n12 | i | 65
84 | O=C(C[C@H]1C/C=C\CC[C@H](Cc2ccc(F)cc2)C(=O)O[C@@H](c2ccccc2)CNC1=O)N[C@H](CO)Cc1ccccc1 | i | 15
85 | COc1cccc(N2CCN(C(=O)c3cc4c(OC)c(OC)c(OC)cc4[nH]3)CC2)c1 | i | 40
86 | Cc1cc(C(=O)NNC(=O)C(C)NS(=O)(=O)c2ccccc2F)c(C)o1 (stereo unspecified) | i | 40
87 | Cc1c(NC(=O)C(C)Oc2cccc(Cl)c2)c(=O)n(-c2ccccc2)n1C (stereo unspecified) | i | 52
88 | C=CCSc1nnc(NC(=O)C2CC(=O)N(Cc3ccc(C)cc3)C2)s1 (stereo unspecified) | i | 28

# Whole records from above. Order of screens: T cell modulator	T cell modulator vesicle-bound %
# CCC1(CC)NC(=O)N(CC(=O)OCC(=O)Nc2ccccc2OC(F)F)C1=O is listed with i	36
# Cc1cc(=O)[nH]c2nnc(-c3ccc(Cl)cc3)n12 is listed with i	65
# O=C(C[C@H]1C/C=C\CC[C@H](Cc2ccc(F)cc2)C(=O)O[C@@H](c2ccccc2)CNC1=O)N[C@H](CO)Cc1ccccc1 is listed with i	15
# Cc1cc(C(=O)NNC(=O)C(C)NS(=O)(=O)c2ccccc2F)c(C)o1 (stereo unspecified) is listed with i	40
# Cc1c(NC(=O)C(C)Oc2cccc(Cl)c2)c(=O)n(-c2ccccc2)n1C (stereo unspecified) is listed with i	52

# Next section.
no. | SMILES | T cell modulator | T cell modulator vesicle-bound %
89 | C[C@H](CO)N1C[C@H](C)[C@@H](CN(C)S(=O)(=O)c2ccc(F)cc2)Oc2ccc(NC(=O)Cc3ccccc3)cc2C1=O | i | 1
90 | Cc1cccc(NC(=O)CSCC(=O)N2CCCc3ccccc32)c1 | i | 23
91 | CN(CC(=O)Nc1ccccc1Br)C(=O)CNC(=O)C1CCCCC1 | i | 22
92 | CCCCC1=CC2=CC(=O)C(C)(OC(=O)c3ccc(Cl)nc3)C(=O)C2=CO1 (stereo unspecified) | i | 49
93 | O=C(Cn1cc(CNC(=O)C2CCCCC2)nn1)Nc1cc(C(F)(F)F)ccc1Cl | i | 12

# The list is partial. The share of hits here may be higher or lower than overall.
